DAX1 inh-1 – blocks DAX1 repression of SF-1 activated StAR promoter; AID 652010; HEK293T StAR-luciferase reporter, SF-1/DAX-1 repression relief; 1.1% of 370,000 active; inhibition, % at 6.8 µM;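 active means inhibition above the mean over all tested compounds plus 3 SD, cut at about 3.6% in these data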;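 further: 0% = DAX-1 cells with DMSO and 100% = cells lacking DAX-1 with DMSO; higher inhibition means more luminescence from relief of DAX-1 repression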
GAA850 FXN act – increases GAA850 frataxin promoter reporter activity; HEK293 lucGAA850 FXN promoter luciferase reporter, 24 h; percent of 10 µM SAHA response; activation, % at 6 µM; 0.56% of 360,000 active; AID 540364;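 active means activation above the average of all compounds screened plus 3 SD, cutoff fixed separately per campaign, cut at about 7.5% in these data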;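 further: 0% = DMSO wells and 100% = 10 µM SAHA wells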
HGIII-sPLA2 inh – Blocks human group III sPLA2 activity. QFRET BODIPY PC-A2 liposome hydrolysis, fluorescence. inhibition, % at 12.2 µM. 0.56% of 370,000 active. AID 743126;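 active means inhibition above mean plus 3 SD of compounds lying within the high and low control bounds, cut at about 19% in these data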;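 further: 0% = median of test compound wells and 100% = no enzyme DMSO wells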
Target sequence (Q9NZ20 whole entry, looked up): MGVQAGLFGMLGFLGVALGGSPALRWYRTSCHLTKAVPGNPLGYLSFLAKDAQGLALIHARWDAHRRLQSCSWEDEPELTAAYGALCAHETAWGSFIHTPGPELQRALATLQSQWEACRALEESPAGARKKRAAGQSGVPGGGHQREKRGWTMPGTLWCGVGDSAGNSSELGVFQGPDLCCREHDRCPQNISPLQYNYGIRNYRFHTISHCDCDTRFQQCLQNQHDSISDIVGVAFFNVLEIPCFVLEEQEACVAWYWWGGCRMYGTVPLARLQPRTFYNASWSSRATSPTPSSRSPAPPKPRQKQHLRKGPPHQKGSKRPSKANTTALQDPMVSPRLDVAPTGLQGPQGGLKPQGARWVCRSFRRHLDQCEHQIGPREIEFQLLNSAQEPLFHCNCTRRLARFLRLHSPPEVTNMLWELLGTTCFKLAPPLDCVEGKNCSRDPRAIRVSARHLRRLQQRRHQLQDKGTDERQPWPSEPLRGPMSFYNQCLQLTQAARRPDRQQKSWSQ
NR1D1 modulator – Rev-erb alpha (human) modulation | Rev-erbα–FITC-DNA binding, fluorescence polarization, 90 min | activity, % at 10 µM | 0.79% of 370,000 active;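 active means activity above about 14%, limit read from the data; passing the limit was not always enough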;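 further: 0% = DMSO wells with 35 nM protein and 100% = DMSO wells with 750 nM protein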
DAX1 inh-2 – NR0B1 (DAX1) inhibition; inhibition, % at 6.75 µM; 0.99% of 340,000 active; HEK293 Gal4-DAX1 luciferase reporter, luminescence; AID 504766;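 active means inhibition above the mean over all tested compounds plus 3 SD, cut at about 4.2% in these data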;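 further: 0% = DAX1-transfected cells with DMSO and 100% = empty-vector control cells with DMSO; inhibition shows as a rise in luminescence from relieved DAX1 repression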
Target sequence (P51843 207-470 limits assumed): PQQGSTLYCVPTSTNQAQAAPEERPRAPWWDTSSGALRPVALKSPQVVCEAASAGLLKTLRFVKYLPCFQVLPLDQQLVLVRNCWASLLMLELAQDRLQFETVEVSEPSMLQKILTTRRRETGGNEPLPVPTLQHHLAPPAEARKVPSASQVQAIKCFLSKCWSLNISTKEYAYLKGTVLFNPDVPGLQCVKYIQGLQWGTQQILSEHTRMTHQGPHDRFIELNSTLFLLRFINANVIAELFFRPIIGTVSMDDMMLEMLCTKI
ssDAF-12 act – activators of S. stercoralis DAF-12 nuclear receptor; HEK293 ssDAF-12/GRIP1 lit1-tk-luc reporter, luminescence; % of 3 µM dafachronic acid response; activation, % at 6.8 µM; 1% of 370,000 active; AID 652126;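 active means activation above the mean over all tested compounds plus 3 SD, cut at about 0.9% in these data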;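 further: 0% = DMSO-only wells and 100% = 3 µM delta7-dafachronic acid wells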
hgDAF-12 ag – activates the H. glycines DAF-12 receptor ligand-binding domain; HEK293 GAL4-hgDAF12 UAS-luciferase reporter, agonist luminescence; normalized to butyrate control; 1.8% of 370,000 active; activation, % at 6.8 µM;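 active means activation above a cutoff set at the mean of all screened compounds plus 3 SD, cut at about 10% in these data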;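 further: 0% = DMSO wells and 100% = sodium butyrate wells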
SMARCA2 act – increases SMARCA2 function in MMTV reporter cells | 1% of 370,000 active | AID 652017 | MG213 cells, MMTV-luciferase reporter, dexamethasone, overnight | activation, % at 9.1 µM; in the data active means activation above about 7.8%;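 further: 0% = vehicle wells and 100% = reference activator wells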
hcDAF12 agonist – activators of H. contortus DAF-12 nuclear receptor. HEK293 hcDAF-12 lit1-tk-luc reporter, luminescence; 0% DMSO, 100% Δ7-dafachronic acid. 1.4% of 370,000 active. activation, % at 6.8 µM;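 active means activation above the mean of all tested compounds plus 3 SD, cut at about 5.5% in these data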;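 further: 100% = response to 3 µM Δ7-dafachronic acid high control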
PLC-beta3 inh – PLC-beta3 (human) inhibition, primary screen; Q01970; inhibition, % at 12.2 µM; AID 720704; Purified PLC-beta3, fluorogenic substrate, fluorescence; 0.18% of 370,000 active; in the data active means inhibition above about 11%;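 further: 0% = median of compound wells on plate and 100% = full blocker control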
PG9 Ab binder – binds the HIV-1 gp120 antibody PG9. TR-FRET gp120-PG9 antibody binding. inhibition, % at 6.7 µM. 0.43% of 360,000 active; in the data active means inhibition above about 8.5%
Starred values were filed as active, the others as inactive; . = not tested or not shown. This is a random part of the collection. About 7% of those tested had a hit in this group.

structure	DAX1 inh-1	GAA850 FXN act	HGIII-sPLA2 inh	NR1D1 modulator	DAX1 inh-2	ssDAF-12 act	hgDAF-12 ag	SMARCA2 act	hcDAF12 agonist	PLC-beta3 inh	PG9 Ab binder
Cc1oc(-c2ccccc2Cl)nc1CS(=O)CC(=O)N1CCN(c2ccccc2)CC1 (stereo unspecified)	-0.5	-0.7	-6	0	0.2	-0.8	-2.1	-5	-1.4	-8	0.2
Cn1c(N)c(C(=O)Nc2c(Cl)cccc2Cl)sc1=S	-0.4	0.2	3	10	0.3	-2.0	0.7	-3	-0.5	-5	-2.2
CCCC(=O)NC(=S)Nc1cccc(NC(=O)c2ccccc2)c1	-0.4	2.7	3	-2	-0.8	-1.1	0.5	1	-1.8	1	-0.4
COc1ccccc1N1CC(C(=O)Nc2nc(C)cs2)CC1=O (stereo unspecified)	1.5	1.5	14	-2	-0.1	0.6	-0.5	1	4.2	-15	0.8
Cc1c(Nc2c3ccccc3nc3ccccc23)c(=O)n(-c2ccccc2)n1C	-0.2	3.7	17	10	-0.1	-1.1	-1.5	-6	-0.3	-340	-0.6
O=C(CNC(=O)c1ccc(Cl)cc1)OCC(=O)N1CCCC1	0.4	-0.3	5	-1	1.1	-1.2	-2.6	-3	-1.0	-3	0.7
CCOC(=O)C1=NN(c2ccc(C)cc2)CC1C(=O)OC (stereo unspecified)	-0.3	-1.9	18	0	-0.3	-1.3	0.1	-3	-1.0	-297	-0.6
Cc1ccc(Cl)cc1NC(=O)COC(=O)Cn1cnc2c1c(=O)n(C)c(=O)n2C	-0.2	0.3	1	6	-0.6	-1.8	-1.1	-3	5.2	-6	-2.5
CC1(C)CC(=O)C(/C=N/c2ccccn2)=C(O)C1	0.7	-6.8	11	5	-0.1	-1.1	-2.0	0	0.1	-1	-0.1
COc1ccc(CCN(C)C(=O)N2CCOCC2)cc1OC	-0.7	0.5	3	-6	1.1	-0.8	-0.9	-3	-1.4	1	1.0
COc1ccc(C2=NS(=O)(=O)N(C)C(C(=O)N3CCN(C)CC3)=C2)cc1	-0.9	-1.9	13	2	1.1	0.2	-1.4	-2	1.6	-105	1.4
CC1Cc2ccccc2N1CC(=O)NC(=O)NC1CCCC1 (stereo unspecified)	-0.7	0.6	8	3	0.8	-1.4	-4.7	-5	-0.4	0	-0.7
CN(C)CC(c1ccc(O)cc1)C1(O)CCCCC1 (stereo unspecified)	-1.0	.	-1	-3	.	-1.0	3.5	-3	1.9	0	.
Cc1cc(C)c2c(=O)[nH]c(SCC(=O)NCCc3ccccc3)nc2n1	-0.5	-2.0	3	2	-0.2	-0.6	-3.8	0	-0.9	-2	-1.4
COc1ccc(CC(=O)NCCC2=CCCCC2)cc1	1.0	0.4	1	5	1.3	-1.9	-0.2	3	0.1	-12	-0.9
Cc1ccsc1-c1nc(CN2C[C@@H](C)O[C@@H](C)C2)c(C)o1	-0.3	2.0	1	-6	-0.2	-1.1	-1.1	-1	-0.1	-1	-2.1
O=C(CSc1cc(Cl)ccc1Cl)NC1CCCC1	-0.3	0.5	3	5	5.4*	-0.2	1.4	-3	-0.9	-3	-0.7
CSc1nc2sc3c(c2c(=O)n1C1CCCCC1)CCN(C)C3	-0.1	0.4	-1	1	-0.5	-0.7	0.0	-1	2.7	-11	1.6
Cc1ccc(CCCOC(=O)C[N+]2(C)CCCC2)cc1	-0.3	-0.1	7	-3	-0.5	-1.2	4.2	-2	-0.2	3	0.2
Cc1oc(C(C)(C)C)cc1C(=O)Nc1ccc2c(c1)OCCO2	1.2	4.3	-10	3	1.8	-0.4	4.5	4	-0.7	0	-0.6
O=c1c2ccccc2c2ccccc2c(=O)n1Cc1ccc2c(c1)OCO2	0.0	-2.4	-9	1	0.2	-1.4	3.6	2	1.8	5	-0.2
CCOc1ccc(C(=O)CSc2nnc(N)s2)cc1	1.0	3.6	-15	-6	1.0	-0.3	4.1	0	4.8	-1	-1.8
COc1cccc(CN(CC(=O)NCC2CCCO2)C(=O)CCC(=O)Nc2cc(C)on2)c1 (stereo unspecified)	-0.4	-1.6	-3	-3	0.9	-0.6	3.4	-2	-0.4	1	-0.3
Cc1nn(C)cc1-c1n[nH]c(=S)n1-c1ccc(F)cc1	0.1	1.2	29*	3	0.4	-1.2	-2.8	-4	0.2	2	0.5
C=CCN=C1NC(CCc2ccccc2)C(C(=O)OC)=C(C)N1Cc1cccc(C(F)(F)F)c1 (stereo unspecified)	-0.8	.	-10	-1	.	1.5*	-0.7	-4	4.8	-7	1.6
COC(=O)N/N=C\c1ccc(-c2cc(Cl)c(Cl)cc2Cl)o1	-0.3	0.9	-2	4	0.5	0.2	0.3	1	-0.8	1	-0.6
COc1ccc(Cc2nnc(SCc3c(C)noc3C)n2C2CCCCC2)cc1OC	-0.1	3.4	-7	1	-0.3	-1.3	0.8	0	-1.8	-3	1.2
Cc1sc2nc(CN3CCOCC3)nc(NS(=O)(=O)c3ccccc3)c2c1C	-0.1	1.5	-1	6	6.3*	-1.0	1.9	3	-1.0	-12	-1.4
Cc1ccc(S(=O)(=O)N2C[C@H]3[C@H]4C(=O)N(C5CCCCC5)C(=O)[C@H]4CC(=O)[C@H]3[C@@H]2c2ccccc2Cl)cc1	1.5	.	-13	1	.	-1.5	-0.2	-4	-2.3	3	-1.4
Cc1ccc(S(=O)(=O)C2(C(=O)O)CCCC2)cc1C	0.1	2.0	-1	-3	0.5	-0.9	-0.2	-2	-1.9	3	-1.9
C[C@@H]1CCCCO[C@H](CN(C)C(=O)NC2CCCCC2)[C@@H](C)CN([C@H](C)CO)C(=O)c2cc(NC(=O)c3ccccc3)ccc2O1	-1.5	-4.1	-4	-2	0.4	-1.2	-2.0	1	-1.2	-2	-1.8
COC(=O)c1ccc(COC(=O)c2ccc(S(=O)(=O)N3CCC(C)CC3)cc2)o1	0.4	0.8	-2	-3	1.1	-1.0	3.4	1	-0.5	3	-0.1
O=C(CN1CCN(C(=O)c2ccccc2)CC1)Nc1ccccc1	0.0	0.9	3	6	-0.2	-0.8	3.0	0	-1.0	2	-1.9
CC(C)C(=O)Nc1nc(-c2ccc(S(=O)(=O)N3CCOCC3)cc2)cs1	-3.2	1.2	-1	10	-0.6	-1.4	-2.3	-1	-1.9	-30	-0.2
CCC[C@H]1[C@@H](NC(=O)c2cccc(C)c2)CC[C@@]23CCCN2C(=O)CCC[C@@H]13	.	.	10	-4	.	-1.9	-3.2	.	-1.9	0	.
CC(C)c1nc(CNC(=O)c2ccc(OC3CCN(Cc4ccccn4)CC3)cc2)cs1	-1.9	-0.4	-8	-5	0.6	-1.6	-0.9	-2	-1.7	-5	-0.9
CCC1=C(OC(=O)N(CC)CC)N2C(=O)OC(=NCCOC)[C@]2(Cc2ccccc2)[C@H]2C1=CC[C@H]1C(=O)N(CC(=O)OC)C(=O)[C@H]12	-0.6	-0.7	-3	0	0.6	-1.3	0.6	1	-0.1	-9	-8.6
CC(C)CNS(=O)(=O)c1cc(C(=O)N2CC(C)OC(C)C2)c(Cl)cc1Cl (stereo unspecified)	-0.3	0.9	2	-2	0.7	-1.5	-0.7	1	-2.8	3	-2.3
COc1cc2c(cc1OC)CN(CC(=O)Nc1ccc(C)cc1)CC2	-0.7	1.1	-1	2	-1.2	-1.3	-2.5	1	-0.3	-99	0.4
O=C(NC(=S)Nn1cnnc1)c1cccc(Br)c1	-0.1	2.0	22*	-5	-0.2	-1.3	-1.6	-2	1.7	-9	1.1
CC1C(=O)Nc2ccccc2N1C(=O)c1ccc(F)cc1F (stereo unspecified)	-0.4	-2.6	10	5	0.4	-1.3	-1.7	-3	-1.7	-6	-1.9
CCOC(=O)CNC(=O)CSc1nc2sc(C)c(C)c2c(=O)n1C	-0.4	0.7	4	0	0.5	-0.9	0.2	-2	-0.5	0	1.2
CCn1cc(C(=O)NCC2COc3ccccc3O2)c2cc(OC)c(OC)cc2c1=O (stereo unspecified)	-0.1	1.9	-4	-2	1.1	-1.6	-1.3	-2	-2.7	4	-0.7
COc1ccc(CNCCCNCc2ccc(OC)c(OC)c2)cc1OC	2.2	-1.0	2	4	1.2	-0.5	3.4	0	1.2	1	-1.7
C=CCN(CC#CC(=C)C)CC1CC1	-1.3	.	4	7	.	-0.4	3.0	-2	-2.3	0	.
O=C(NCc1cccnc1)C(=O)Nc1nc2ccccc2s1	0.9	5.2	4	-5	-1.2	-0.4	5.0	3	2.6	-2	-1.7
COc1ccc2ccccc2c1/C=N/n1cnnc1	0.1	0.6	-3	0	-0.1	0.3	4.6	1	6.5*	-8	-2.7
COc1cccc(CN(C)CC(O)COC(c2ccccc2)c2ccccc2C)c1 (stereo unspecified)	-0.2	-0.7	-11	5	-1.1	-1.1	-2.1	-1	-1.1	-6	2.1
CC(=O)NCCN1C(=O)C2C3c4ccccc4C(c4ccccc43)C2C1=O (stereo unspecified)	-0.8	-0.9	4	-8	0.7	-0.8	4.8	-2	0.0	-2	1.4
COc1cc(NC(=O)c2ccccc2-c2ccccc2)cc(OC)c1	-0.4	-4.1	-8	-3	-1.4	-1.4	1.4	7	-1.5	3	-1.7
C[C@@H]1NC(=O)/C(=C\c2ccccc2Cl)NC1=O	-0.3	1.1	4	1	.	-2.0	2.5	0	0.1	-7	-1.3
O=C(OCC(=O)N1CCN(C(=O)c2ccco2)CC1)c1ccc(Cl)nc1	0.3	0.7	-4	3	0.1	-1.3	-1.8	-2	0.6	-6	-2.2
O=C(NCCNC(=O)c1ccccc1Br)c1cccnc1	1.2	0.7	5	-1	0.5	-0.8	-3.1	-3	-1.1	-3	-0.2
Cc1ccccc1NC(=O)c1ccc(C)c(S(=O)(=O)NCc2cccnc2)c1	-1.7	3.1	-1	-2	-0.1	-1.0	-2.7	-3	-2.0	-6	0.4
O=C(Nc1nnc(-c2ccccc2F)s1)Nc1ccccc1F	-0.2	3.0	3	13	0.4	-0.2	-1.3	2	0.6	0	0.6
Cc1cc(C)c2nc(SCC(=O)Nc3ccc(S(=O)(=O)N4CCCC4)cc3)c(C)cc2c1	0.3	-2.6	-11	13	-0.7	-1.4	-2.8	-1	-1.9	4	2.2
Cc1cc(C(=O)Nc2cc(C(C)(C)C)on2)c(C)o1	0.7	4.8	-14	4	6.3*	-0.6	3.8	0	2.2	-5	0.1
CCN(C(=O)COC(=O)c1nc(Cl)ccc1Cl)c1c(N)n(Cc2ccccc2)c(=O)[nH]c1=O	-0.9	0.0	8	-3	0.0	-0.9	-1.7	2	-0.2	-7	-0.6

Source: PubChem BioAssay (several laboratories)
